# Screening data deposited in PubChem BioAssay by Johns Hopkins Ion Channel Center.
# ANO1 activ – TMEM16A chloride channel activators or potentiators, primary screen, cell-based, HTS; Anoctamin-1 (Mus musculus), Q8BHY3; HEK293 TMEM16A/YFP-H148Q/I152L, iodide quench fluorescence; active compounds read low; B-score at 10 µM; hit rate 0.3% among 340,000;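 active = fluorescence-ratio B-score plate-corrected deviation score at least 3 library SD below zero, with starting fluorescence score within 5 deviations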;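 note: channel opened by trigger with iodide after compound preincubation; score built on the fluorescence ratio of max minus min over baseline; more negative score means more quench and so TMEM16A activation or potentiation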
# Target sequence (Q8BHY3 whole entry, looked up): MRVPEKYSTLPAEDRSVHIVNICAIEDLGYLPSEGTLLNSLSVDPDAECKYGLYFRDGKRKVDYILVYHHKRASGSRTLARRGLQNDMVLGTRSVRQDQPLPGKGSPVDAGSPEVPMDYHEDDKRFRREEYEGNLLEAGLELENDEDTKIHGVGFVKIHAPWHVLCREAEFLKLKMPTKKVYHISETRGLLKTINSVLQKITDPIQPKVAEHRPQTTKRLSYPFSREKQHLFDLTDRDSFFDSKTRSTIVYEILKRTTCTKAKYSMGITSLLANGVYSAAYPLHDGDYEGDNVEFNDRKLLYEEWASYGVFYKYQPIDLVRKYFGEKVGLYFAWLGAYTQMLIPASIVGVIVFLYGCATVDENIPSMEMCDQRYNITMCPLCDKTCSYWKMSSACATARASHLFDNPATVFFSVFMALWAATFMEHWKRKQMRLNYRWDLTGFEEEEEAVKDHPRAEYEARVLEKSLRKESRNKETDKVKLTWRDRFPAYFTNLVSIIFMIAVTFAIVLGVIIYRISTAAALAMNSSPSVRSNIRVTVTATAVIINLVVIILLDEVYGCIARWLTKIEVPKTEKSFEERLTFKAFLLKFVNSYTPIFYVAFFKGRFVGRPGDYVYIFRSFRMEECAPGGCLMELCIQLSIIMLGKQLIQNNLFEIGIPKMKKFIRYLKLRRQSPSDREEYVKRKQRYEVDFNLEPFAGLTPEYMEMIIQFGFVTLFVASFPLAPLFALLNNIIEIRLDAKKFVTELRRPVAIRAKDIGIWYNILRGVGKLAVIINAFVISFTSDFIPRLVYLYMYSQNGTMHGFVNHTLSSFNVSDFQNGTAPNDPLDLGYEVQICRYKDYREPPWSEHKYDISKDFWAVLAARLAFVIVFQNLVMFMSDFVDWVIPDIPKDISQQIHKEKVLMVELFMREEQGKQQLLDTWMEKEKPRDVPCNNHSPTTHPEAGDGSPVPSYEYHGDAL
# * hit, by the source's call; i = inactive. These rows are one share of the data. The share of hits here may be higher or lower than overall.
SMILES,ANO1 activ
Cc1csc(=O)n1CCC(=O)N(C)Cc1c(F)cccc1Cl,i
Nc1ccn(CC(=O)NCc2ccccn2)c(=O)n1,i
O=C(CSc1ccc(Cl)cc1)OCC(=O)N1CCN(c2ccccc2)CC1,i
COc1ccc(CCNC(=O)COC(=O)/C=C/c2ccc3c(c2)OCO3)cc1OC,i
CCCN1CCN(C(=O)c2ccc(-c3ccc([N+](=O)[O-])cc3)o2)CC1,i
COc1ccc([C@H]2CC(=O)C=C(c3cccc(OC(F)(F)F)c3)C2)cc1,i
CCN(CC(=O)Nc1ccccc1C(F)(F)F)C(=O)C1CCN(C(=O)Nc2ccccc2)CC1,i
Cc1cc(C)c(S(=O)(=O)/N=C2/C=C(SCC(=O)O)C(=O)c3ccccc32)cc1C,i
O=C(COC(=O)c1cc(S(=O)(=O)N2CCOCC2)ccc1Cl)NCc1ccc2c(c1)OCO2,i
Cc1cc2cc3c(=O)[nH]c(=O)nc-3n(CC(O)C(O)C(O)CO)c2cc1C (centres undefined),i
CSc1ncccc1C(=O)OCC(=O)NC1CCCCC1,i
CCOC(=O)c1c(C)[nH]c(C(=O)OCC(=O)N2CCN(S(=O)(=O)c3ccc(C)cc3C)CC2)c1C,i
O=C(CSc1nc(-c2ccc(F)cc2)cs1)NCC1CCCO1 (centres undefined),i
C[C@@H]1CN([C@@H](C)CO)C(=O)c2cc(NC(=O)CCC(F)(F)F)ccc2O[C@H]1CN(C)Cc1ccc(Cl)c(Cl)c1,i
Nc1nc(NC2CCCC2)cc(=O)[nH]1,i
O=C(COC(=O)c1ccc[nH]c1=O)Nc1ccc(N2CCCCC2)cc1,i
COc1ccc(-c2c(-c3cc(OC)cc(OC)c3)n(C)c3ccc(Br)cc23)cc1,i
COCCNC(=S)Nc1ccc(N2CCOCC2)c(S(=O)(=O)Nc2ccccc2OC)c1,i
Cc1ccc(OCC(=O)Nc2cc(S(=O)(=O)N3CCOCC3)ccc2N2CCCC2)cc1,i
CCN(c1ccccc1)S(=O)(=O)c1ccc(C(=O)N2CCN(c3ccccc3)CC2)cc1,i
CC1(C)CC(=O)C=C(/C=C/c2ccccc2)C1,i
COC(=O)c1ccc(Cn2ccc(=O)[nH]c2=O)cc1,i
O=C1N[C@H](Cc2c[nH]c3ccccc23)COC(=O)[C@H](Cc2ccc(F)cc2)C/C=C\C[C@H]1CC(=O)N(CCO)Cc1ccccc1,i
COc1ccc(Cl)cc1NC(=O)COC(=O)c1ccc(Br)o1,i
O=C(NNC(=O)c1cccc2ccccc12)c1ccc(F)cc1,i

# A draw from above in order of SMILES length, high to low.
SMILES,ANO1 activ
CCN(CC(=O)Nc1ccccc1C(F)(F)F)C(=O)C1CCN(C(=O)Nc2ccccc2)CC1,i
COc1ccc([C@H]2CC(=O)C=C(c3cccc(OC(F)(F)F)c3)C2)cc1,i
Cc1csc(=O)n1CCC(=O)N(C)Cc1c(F)cccc1Cl,i
Nc1nc(NC2CCCC2)cc(=O)[nH]1,i

# Additional entries:
SMILES,ANO1 activ
O=C(OCC(=O)N1CCCCC1)c1cc(S(=O)(=O)N2CCOCC2)c(Cl)cc1Cl,i
CS(=O)(=O)c1ccc(Cl)c(NC(=O)CNC(=O)c2ccc3c(c2)OCO3)c1,i
CCSc1nnc(NC(=O)c2ccc3nc[nH]c3c2)s1,i
CN(C(=O)COC(=O)Cn1cnc2ccccc21)C1CCCCC1,i
O=C(Cn1cc([N+](=O)[O-])ccc1=O)N1CCc2ccccc21,i
O=C(OCC(=O)N(CCc1ccccc1)Cc1ccccc1)c1ccc(F)c(S(=O)(=O)N2CCOCC2)c1,i
C=CCCO[C@@H]1O[C@@H](C)[C@H](O)C[C@H]1O,i
O=C(COC(=O)[C@@H]1CCCN1C(=O)c1cccs1)Nc1cccc(Cl)c1,i
CC1CCCCC1NC(=O)COC(=O)Cc1ccc(Cl)cc1 (centres undefined),i
CC(C)(C)N(Cc1ccccc1)C(=O)COC(=O)c1ccc(S(=O)(=O)N2CCOCC2)cc1,i
COc1cccc(C(=O)NCC(=O)OC(C)C(=O)NC23CC4CC(CC(C4)C2)C3)c1 (centres undefined),i
O=c1[nH]c2c(c(=O)[nH]1)OCN(Cc1ccccc1)C2,i
CC(=O)c1cccc(S(=O)(=O)NCCC(=O)NC2CCCCCC2)c1,i
Brc1ccc(CN2CC[C@H]3C=CCc4cccc(c43)C2)cc1,i
CC(NC(=O)c1ccco1)C(=O)N1CC=C(c2ccccc2)CC1 (centres undefined),i
COc1ccccc1N(CCC#N)C(=O)COC(=O)CCC(=O)c1ccc(F)cc1,i
N#CCCN(C(=O)COC(=O)c1ccc2ccccc2n1)c1ccccc1,i
CC(C)(CNC(=O)c1ccc(S(=O)(=O)Nc2cccc(C(F)(F)F)c2)cc1)N1CCOCC1,i
COC(=O)C1C=CC(OC2OC(COC(C)=O)C(OC(C)=O)C(OC(C)=O)C2OC(C)=O)n2c(=O)n(-c3ccccc3)c(=O)n21 (centres undefined),i
Cc1cnc(C(=O)OCC(=O)Nc2ccc(C)c(S(=O)(=O)N3CCOCC3)c2)cn1,i
COc1ccccc1C(=O)NCCC(=O)NC1=NCCS1,i
COC(=O)c1ccc(Cn2cnc3c(Cl)ncnc32)cc1,i
C=CC[C@H](CC(=O)NCCO)C(=O)N[C@@H](COC(=O)[C@H](CC=C)CC(=O)OC(C)(C)C)Cc1c[nH]c2ccccc12,i
CC1(NC(=O)Nc2cc([N+](=O)[O-])ccc2O)CCS(=O)(=O)C1 (centres undefined),i
O=C(C1COc2ccccc2O1)N1CCN(c2ccc([N+](=O)[O-])cc2)CC1 (centres undefined),i

# Part of the list above, reformatted:
> COc1cccc(C(=O)NCC(=O)OC(C)C(=O)NC23CC4CC(CC(C4)C2)C3)c1 (centres undefined)
  ANO1 activ = i

> O=c1[nH]c2c(c(=O)[nH]1)OCN(Cc1ccccc1)C2
  ANO1 activ = i

> CC(=O)c1cccc(S(=O)(=O)NCCC(=O)NC2CCCCCC2)c1
  ANO1 activ = i

> Brc1ccc(CN2CC[C@H]3C=CCc4cccc(c43)C2)cc1
  ANO1 activ = i

# New compounds follow
SMILES,ANO1 activ
COc1ccc(C(=O)Nc2ccc(Cl)cc2F)cc1S(=O)(=O)N1CCCC1,i
O=C(COC(=O)C12CC3CC(CC(Cl)(C3)C1)C2)Nc1ccccc1,i
Clc1ccc(C=NN2CCCCCC2)c(Cl)c1,i
c1ccc2occc2c1,i
COc1cc(NC(=O)COC(=O)CNC(=O)C23CC4CC(CC(C4)C2)C3)cc(OC)c1,i
CC(NC(=S)NC(=O)c1cccs1)c1ccccc1 (centres undefined),i
COc1ccc(OC)c(CN2CCN(C(=O)c3cccc(S(=O)(=O)Nc4ccc(F)cc4)c3)CC2)c1,i
CC1CCN(C(=O)CN2c3cccc4cccc(c34)S2(=O)=O)CC1,i
COc1cc([N+](=O)[O-])ccc1NC(=O)CN1C(=O)NC2(CCCCC2C)C1=O (centres undefined),i
O=C(COC(=O)c1c(F)cccc1F)Nc1ccc2c(c1)OCO2,i
CCN(CC)S(=O)(=O)c1cc(NC(=S)NC(=O)C2CCCC2)ccc1C,i
Cc1ccc(S(=O)(=O)Nc2ccc3ccccc3c2[N+](=O)[O-])cc1,i
O=C(NC(=S)NN1CCOCC1)c1cc(Br)ccc1Cl,i
COc1ccc(CNC(=O)c2ccc(NS(=O)(=O)c3ccc4[nH]c(=O)[nH]c4c3)cc2)cc1OC,i
Cc1ccc(OCCC(=O)Nc2ccc3c(c2)OCO3)cc1,i
NS(=O)(=O)c1ccc(NC(=O)CNC(=O)c2ccc3c(c2)OCO3)cc1,i
O=C(CSc1ncnc2sccc12)NCc1ccc2c(c1)OCO2,i
CCOc1ccc(OCCC(=O)OCC(=O)N2CCN(S(=O)(=O)c3ccc(C)cc3C)CC2)cc1,i
COc1cc(OC)cc(-c2c(-c3ccc(F)cc3)c3cc(-c4ccc5c(c4)OCCO5)ccc3n2C)c1,i
COc1ccc(CCNC(=O)COc2ccc3c(C)cc(=O)oc3c2)cc1,i
CC1(NC(=O)c2cc(Cl)nc3ccccc23)CCS(=O)(=O)C1 (centres undefined),i
CCC1(c2ccc(F)cc2)NC(=O)N(CC(=O)N2CCN(C(=O)c3ccco3)CC2)C1=O (centres undefined),i
COc1ccc(NC(=O)CN(C)C(=O)C2CC(=O)N(c3cccc4ccccc34)C2)cc1 (centres undefined),i
CCN(C(=O)CSc1nnc(Nc2ccc(OC)cc2)s1)C1CCS(=O)(=O)C1 (centres undefined),i
O=C(OCC(=O)N1CCOCC1)c1ccccc1OCc1ccccc1,i
# (further entries)
SMILES,ANO1 activ
C[C@H](CO)N1C[C@H](C)[C@H](CN(C)C(=O)Nc2ccc(F)cc2)Oc2ccc(NC(=O)NC3CCCCC3)cc2CC1=O,i
CN(C(=O)CSc1n[nH]c(=O)[nH]c1=O)c1ccccc1,i
Cc1ccc(NC(=O)CNc2ccccc2N2CCCC2=O)cc1S(=O)(=O)N1CCOCC1,i
C=CCn1c(C)cc(C(=O)CSc2nnc3n(CCC)c(=O)c4ccccc4n23)c1C,i
COc1ccc2c(c1)OC[C@H]1[C@H]2N2C(=O)[C@H](C)NC(=O)[C@@]2(C)[C@H]1c1ccccc1,i
COc1cc(C=NNC(=O)c2cccnc2)ccc1OC(=O)c1ccccc1F,i
CCCN(CC1CC1)C(=S)NC(=O)c1cc(Br)ccc1Cl,i
Cc1ccc(NS(=O)(=O)c2ccc3c(c2)CCC(=O)N3)cc1,i
COc1cc(OC)cc(C(=O)N[C@H](C(=O)OCC(=O)c2ccc(C)c([N+](=O)[O-])c2)C(C)C)c1,i
S=C(Cc1ccccc1)Nc1ccccc1,i
CC(=O)Nc1ccc(S(=O)(=O)NCC(=O)N2CCN(S(=O)(=O)c3cccs3)CC2)cc1,-15*
Cc1cccc(NC(=O)c2nc[nH]c2C(=O)N2CCN(C(=O)OC(C)(C)C)CC2)c1,i
COc1cccc(C(=O)NNC(=O)CCN2CCN(c3ccccc3)CC2)c1,i
COc1ccccc1C(=O)Nc1ccc(OCC(=O)N2CCCCC2)cc1,i
O=C(COC(=O)c1cnccn1)Nc1ncc(C(F)(F)F)cc1Cl,i
O=C1C=C(c2ccc(Cl)c(C(F)(F)F)c2)C[C@@H](c2ccc3c(c2)OCO3)C1,i
COc1ccc(C(=O)COc2ccc(C(C)=O)cc2OC)cc1OC,i
O=C(Nc1cc(S(=O)(=O)N2CCOCC2)ccc1N1CCCCC1)c1ccc(Cl)cc1,i
Cc1nnc(SCC(=O)Nc2cccc(S(=O)(=O)N3CCCCC3)c2)s1,i
COCCN(C(=O)c1cc2c(s1)CCCCC2)c1c(N)n(CC(C)C)c(=O)[nH]c1=O,i
CCCCN(C(=O)CSc1nc(CCC)cc(=O)[nH]1)c1c(N)n(Cc2ccccc2)c(=O)[nH]c1=O,i
OCC(CO)c1cnnc2ccccc12,i
Nc1ncnc2c1ncn2-c1ccccc1Cl,i
COc1ccc2nc(-c3ccccc3)cc(C(=O)OCC(=O)NC3CC3)c2c1,i
Cc1cc(NC(=O)CSc2nc(-c3cccs3)nc3ccccc23)no1,i
# Additional records
SMILES,ANO1 activ
Cc1cccc2cccnc12,i
Cc1ccc(NC(=O)NC(=O)COc2ccccc2C(N)=O)c(C)c1,i
COc1ccc(NC(=O)CN2C(=O)NC(C)(c3ccc4c(c3)OCCO4)C2=O)cc1S(N)(=O)=O (centres undefined),i
O=C1C[C@@H]2c3c(cccc3CN1Cc1ccccc1F)C[C@@H](O)[C@H]2O,i
Cc1csc(SCC(=O)N(c2ccccc2)C(C)C)n1,i
CCOC(=O)Nc1ccc2c(c1)C(=NO)c1ccccc1-2,i
Cc1ccc(S(=O)(=O)CCC(=O)OCC(=O)Nc2cc(S(=O)(=O)N3CCOCC3)ccc2Cl)cc1,i
Cc1ccccc1OCC(=O)N(Cc1ccco1)c1c(N)n(Cc2ccccc2)c(=O)[nH]c1=O,i
CCN(CC)CCNc1ccc(C)c2sc3ccc(O)cc3c(=O)c12,i
O=C(Nc1ccc(N2CCOCC2)cc1N1CCOCC1)c1ccccc1,i
CCOC(=O)c1c(C)[nH]c(NC(=O)NNC(=O)c2ccccc2Cl)c1C,i
O=C(CNC(=O)OCc1ccccc1)Nc1ccc(F)cc1,i
CCN(C(=O)CSc1ccc(S(=O)(=O)N2CCOCC2)cn1)c1ccccc1,i
Fc1ccc2c(-c3cccc(C(F)(F)F)c3)c(-c3ccccc3)ncc2c1,i
CC(=O)N1CCN(c2ccc(S(=O)(=O)N3CCOCC3)cc2[N+](=O)[O-])CC1,i
Cc1cccc(N2CC(C(=O)Nc3ccc(N4CCOCC4)cc3)CC2=O)c1C (centres undefined),i
OC(Cc1cccnc1)(c1ccccc1)c1ccccc1,i
COc1ccc(NC(=O)CN(C)C(=O)c2cccc(S(=O)(=O)N3CCN(c4ccc(F)cc4)CC3)c2)cc1,i
O=C(COC(=O)C1CCN(C(=O)c2ccc(Cl)cc2)CC1)Nc1ccccc1F,i
CC(=O)c1c(C)[nH]c(C(=O)OCC(=O)Nc2cccnc2Cl)c1C,i
COC(=O)c1ccc(CNC(=O)COC(=O)c2cc(Cl)ccc2O)cc1,i
CCOc1cc(C=NN=C2c3ccccc3-c3ccccc32)ccc1O,i
C=CCSc1nnc(CCc2ccccc2)n1N,i
COc1cc(C(=O)N2CCN(c3ccccc3)CC2)c2ccccc2n1,i
COC1C(CO)OC(n2cnc3c(=S)nc(N)[nH]c32)C1O (centres undefined),i
CCC(C)Sc1ccc([C@@H]2[C@@H]3C(=O)N(CC)C(=O)[C@@H]3[C@]3(C(=O)OC)CCCCN23)cc1 (some centres undefined),i
Cc1cc(NC(=O)c2ccc3nccnc3c2)ccc1Br,i
CN(C)CCCN(C(=O)CCOc1ccccc1)c1nc2ccc(F)cc2s1,i
O=C1NC[C@H](c2ccccc2)OC(=O)[C@@H](Cc2ccc(F)cc2)CC/C=C/C[C@@H]1CC(=O)N(CCO)Cc1ccccc1,i
O=S(=O)(c1cccc(C(F)(F)F)c1)N1CCN(S(=O)(=O)c2ccc3c(c2)OCCO3)CC1,i
